JNK3 inh: blocks human JNK3 kinase activity; purified JNK3 kinase activity, HTS; inhibition, % at 8 µM; 60,000 tested, 0.61% active; in the data active = inhibition above about 17%;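 also: 0% = DMSO and 100% = reference inhibitor; many of its hits are not listed in these tables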
PKA inh: PKA (human) kinase inhibition. AID 524. 65,000 tested, 0.1% active. PKA Kemptide phosphorylation, Kinase-Glo ATP luminescence. inhibition, % at 6 µM;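 active = inhibition above the screen-wide mean inhibition plus 3 SD, cut at about 21% in these data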; also: many of its hits are not listed in these tables
A340 absorber: compounds absorbing at 340 nm; compound absorbance at 340 nm, fold over control; fold change at 10 µM; 65,000 tested, under 10 active;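 active = at 10 µM dose, initial 340 nm absorbance at least 2 fold that of control wells; inactive = change under 2 fold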;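 also: initial absorbance extrapolated from kinetic A340 decline of NADH oxidation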
HER2 expr 66K: lowers expression of human Her2 kinase; P04626; SKBR-3 HER2 protein level, AlphaScreen, 18-24 h; hits give low values; HER2 level % of control, % at 10 µM; 65,000 tested, 0.69% active; AID 645;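 active = HER2 level under 5% of the carrier-only control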;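 also: 100% = DMSO carrier and 0% = 500 nM PU-H71 HSP90 inhibitor; lower value means stronger loss of Her2 protein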
Target sequence (P04626 whole entry, looked up): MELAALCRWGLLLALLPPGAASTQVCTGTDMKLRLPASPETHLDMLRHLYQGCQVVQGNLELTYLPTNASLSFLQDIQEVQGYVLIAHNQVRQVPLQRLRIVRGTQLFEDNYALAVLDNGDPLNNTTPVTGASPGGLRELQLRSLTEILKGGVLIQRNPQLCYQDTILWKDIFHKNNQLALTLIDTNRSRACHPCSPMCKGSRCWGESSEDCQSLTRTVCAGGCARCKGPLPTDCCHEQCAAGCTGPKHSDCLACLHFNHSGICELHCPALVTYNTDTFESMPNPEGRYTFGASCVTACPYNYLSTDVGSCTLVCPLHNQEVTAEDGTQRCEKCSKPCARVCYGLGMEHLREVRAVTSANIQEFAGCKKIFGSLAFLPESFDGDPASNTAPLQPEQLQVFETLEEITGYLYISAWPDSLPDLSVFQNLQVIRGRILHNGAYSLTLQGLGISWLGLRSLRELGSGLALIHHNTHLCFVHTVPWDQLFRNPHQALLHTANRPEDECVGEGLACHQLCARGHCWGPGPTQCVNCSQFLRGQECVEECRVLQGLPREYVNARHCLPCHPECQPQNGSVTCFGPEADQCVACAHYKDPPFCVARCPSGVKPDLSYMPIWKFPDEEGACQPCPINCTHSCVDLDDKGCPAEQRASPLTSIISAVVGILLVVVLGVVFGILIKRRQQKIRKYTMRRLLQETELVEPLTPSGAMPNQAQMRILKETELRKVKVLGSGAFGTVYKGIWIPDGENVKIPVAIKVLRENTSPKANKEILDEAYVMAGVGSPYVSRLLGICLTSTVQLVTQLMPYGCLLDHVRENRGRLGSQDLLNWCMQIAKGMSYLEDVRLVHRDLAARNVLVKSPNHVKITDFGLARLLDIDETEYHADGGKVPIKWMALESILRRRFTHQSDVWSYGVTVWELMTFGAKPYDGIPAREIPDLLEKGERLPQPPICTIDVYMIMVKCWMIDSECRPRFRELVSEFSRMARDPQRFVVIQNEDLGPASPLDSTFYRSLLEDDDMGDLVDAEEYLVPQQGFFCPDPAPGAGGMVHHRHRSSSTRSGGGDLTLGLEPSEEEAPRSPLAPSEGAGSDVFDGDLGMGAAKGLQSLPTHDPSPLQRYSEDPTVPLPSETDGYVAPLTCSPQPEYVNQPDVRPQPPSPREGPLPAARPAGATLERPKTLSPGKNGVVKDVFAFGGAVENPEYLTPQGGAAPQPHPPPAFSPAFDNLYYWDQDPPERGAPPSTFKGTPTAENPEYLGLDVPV
MKP-1 inh: blocks human MKP-1 phosphatase activity. P28562. recombinant MKP-1, OMFP hydrolysis fluorescence. inhibition, %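 (compounds tested at a single concentration somewhere between 10 and 100 µM)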. 65,000 tested, 0.15% active;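 active = inhibition above about 50%, limit read from the data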;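 also: 0% = DMSO max control wells and 100% = wells with enzyme stopped by NaOH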
Cdc25B inh: human M-phase inducer phosphatase 2 inhibition; P30305; recombinant Cdc25B, OMFP fluorescence Ex485/Em525; inhibition, %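 (compounds tested at 10 µM final in the well)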; 65,000 tested, 0.1% active; in the data active = inhibition above about 50%
Autofluor 339: intrinsic fluorescence of library compounds, ex339/em460 – biochemical, MLSMR library, data from DPM-DC assay, artefact control, profiling panel; fluorescence fold increase at 10 µM; compound autofluorescence, ex339/em460 nm, NADH buffer; hits give high values; 1 = no-compound wells, NADH background; AID 709; 65,000 tested, 5.5% active;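 active = at 10 µM, mean starting fluorescence two-fold or more over control wells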;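 also: signal is the first read of a kinetic run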
ROCK2 inh: blocks human Rho kinase 2 activity | 60,000 tested, 0.35% active | inhibition, % at 6 µM | O75116 | purified ROCK2, Kinase-Glo ATP depletion luminescence;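 active = inhibition above the screen-wide mean inhibition plus 3 SD, cut at about 18% in these data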;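 also: plate controls were DMSO wells for no effect and Y-27632 control wells after no-enzyme background subtraction for full effect; many of its hits are not listed in these tables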
Hsp90 block: displaces geldanamycin probe from tumor Hsp90; inhibition, % at 30 µM; P07900; NCI-N417 lysate Hsp90, Cy3B-geldanamycin FP displacement; 64,000 tested, 0.35% active;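 active = inhibition above 50%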;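 also: 0% = tracer plus lysate wells and 100% = tracer alone without lysate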
* marks the source's active call; other numbers are inactive results; . = no result given. The list is partial, so the mix of outcomes need not match the whole.

SMILES	JNK3 inh	PKA inh	A340 absorber	HER2 expr 66K	MKP-1 inh	Cdc25B inh	Autofluor 339	ROCK2 inh	Hsp90 block
Cc1ccnc2c(N3C(=O)C4C5C=CC(C5)C4C3=O)cccc12 (stereo not drawn)	-3	12	1	86	17	2	1.1	7	2
CCOC(=O)C1=C(N)OC2=C(C(=O)CC(C)(C)C2)C1c1ccoc1 (stereo not drawn)	-1	6	0.99	76	0	-3	0.98	-1	-2
CCOC(=O)c1ccc(N2CSC3=C(C#N)C(c4ccc(OC)cc4OC)CC(=O)N3C2)cc1 (stereo not drawn)	-3	1	1.1	96	-1	-8	1.1	-4	-1
Cc1ccccc1CSCC(=O)c1c(N)n(C)c(=O)n(C)c1=O	-7	5	1	89	-9	-1	1.1	3	-2
COc1cccc(/C(O)=C2\C(=O)C(=O)N(c3ccccn3)C2c2ccccc2OC)c1 (stereo not drawn)	2	2	1.1	78	-10	4	1	6	0
CS(=O)(=O)N(CC(=O)Nc1cccnc1)c1ccc2c(c1)OCCO2	0	2	1.1	56	-7	-5	1.1	4	3
CCC(=O)Nc1ccc(S(=O)(=O)c2ccc(NC(=O)CC)cc2)cc1	3	5	1	76	17	-4	1.1	-1	-2
c1ccc(CSc2nnc(Cc3ccccn3)o2)cc1	-5	8	1	126	8	-3	1	0	-5
C=CCn1c(C)cc(C(=O)CN2C(=O)c3ccccc3C2=O)c1C	1	-3	1	81	19	2	1	2	-3
CN1C(=O)NC(c2cccc(O)c2)C(C(=O)c2cccs2)C1(O)C(F)(F)F (stereo not drawn)	-2	7	1.1	92	-19	-13	1.1	8	0
Cc1ccc(-n2c(SCC(=O)OC(C)C)nnc2-c2cnccn2)cc1	0	5	1	120	-25	-4	1.1	1	-2
Cn1c(NCc2ccccc2)nc2c1c(=O)n(Cc1ccc(Br)cc1)c(=O)n2C	0	6	1	92	-20	-18	1.1	4	2
CC(C)Cn1c(CN(Cc2ccccc2)Cc2ccccc2)nc2c1c(=O)n(C)c(=O)n2C	5	2	1	70	18	-15	1.1	-7	-1
Cn1c(C(=O)OC(C(=O)NC2CCCCC2)c2ccncc2)cc2sccc21 (stereo not drawn)	-7	9	1	52	14	19	1.1	0	-2
O=C(CCCSc1nc2ccccc2[nH]1)N1CCN(c2ccccc2)CC1	5	-4	1	80	5	-1	1.1	-1	-2
FC(F)(F)c1nc2ncc(Cl)cc2[nH]1	2	-1	0.98	81	-4	-9	1.1	2	-3
CC1N=C2c3ccccc3N=C(SCc3cc(=O)n4ccccc4n3)N2C1=O (stereo not drawn)	-1	5	1.1	72	5	-1	1.4	2	-5
CC(=O)N(c1ccccc1)C1SC(=O)N(c2ccccc2)C1=O (stereo not drawn)	-7	0	1	110	6	-1	1.1	4	0
Cc1ccc(C(O)CN2C3=NCCN3c3ccccc32)cc1 (stereo not drawn)	6	10	1	81	-1	0	1.1	4	-5
O=C(CN1CCOCC1)NC1C2CC3CC(C2)CC1C3 (stereo not drawn)	-7	4	1	84	0	-6	1.2	2	2
COCCn1c(SCC(=O)NCCc2ccccc2)nnc1-c1ccco1	-8	-1	1	111	8	-1	1	-6	-2
N=c1c2c(-c3ccccc3)c(-c3ccccc3)n(Cc3ccco3)c2ncn1Cc1ccco1	0	9	1	4.4*	8	-11	1.1	6	-8
O=C1c2oc3ccccc3c(=O)c2C(c2cccc(Br)c2)N1Cc1ccco1 (stereo not drawn)	3	9	1	131	-11	-5	1.1	4	-4
Nc1nnc(CC(=O)NCc2ccccc2)s1	-10	-2	0.99	93	20	-15	1.2	1	0
O=C(Nc1nncs1)C1COc2ccccc2O1 (stereo not drawn)	4	0	1	103	-1	1	1.1	5	-7

Molecules from the list above that have a CF3 group, in the order listed:
SMILES	JNK3 inh	PKA inh	A340 absorber	HER2 expr 66K	MKP-1 inh	Cdc25B inh	Autofluor 339	ROCK2 inh	Hsp90 block
CN1C(=O)NC(c2cccc(O)c2)C(C(=O)c2cccs2)C1(O)C(F)(F)F (stereo not drawn)	-2	7	1.1	92	-19	-13	1.1	8	0
FC(F)(F)c1nc2ncc(Cl)cc2[nH]1	2	-1	0.98	81	-4	-9	1.1	2	-3

The listing continues:
SMILES	JNK3 inh	PKA inh	A340 absorber	HER2 expr 66K	MKP-1 inh	Cdc25B inh	Autofluor 339	ROCK2 inh	Hsp90 block
O=C(O)C1CC(=O)N(Cc2ccccc2)C1 (stereo not drawn)	1	10	1	99	-3	-5	1.1	9	-4
CCSc1nnc(Cc2cc(=O)[nH]c(=O)[nH]2)n1-c1ccc(F)cc1	-2	-6	1	80	14	-5	1.1	2	-2
CCN1CCCC1CN(Cc1cc2ccc(C)c(C)c2[nH]c1=O)C(=O)Nc1ccccc1OC (stereo not drawn)	-1	9	1	98	4	-16	1.2	3	-2
Nc1cc(N)nc(SCC(=O)Nc2ccc3c(c2)OCCCO3)n1	3	12	0.93	94	1	5	1.1	4	0
CN(C(=O)c1ccncc1)C1CCS(=O)(=O)C1 (stereo not drawn)	6	4	1.1	93	3	-10	1.1	5	-5
O=C(OCCN1CCOCC1)c1cccnc1	.	-1	1	83	3	-14	1.1	.	.
CCOc1ccccc1NC(=O)C1CCN(c2ccc(S(=O)(=O)N3CCCC3)cc2)CC1	-2	11	1	103	-11	-2	1.1	6	-3
O=C(O)c1ccc2oc(SCC(=O)N3CCCCC3)nc2c1	4	6	1	86	28	4	1.1	5	-3
CN1CCN(CC(=O)N2CCn3c4c(c5cc(C6CCCCC6)ccc53)CCCC42)CC1 (stereo not drawn)	5	0	1.1	-16*	-26	-20	1.2	3	1
CC(=O)N=c1sc2c3ccccc3ccc2n1C	-4	7	1.1	80	-1	-13	1	8	-4
COc1ccc(-c2nnco2)cc1OC	0	3	1	108	-8	-1	1	2	-7
Cc1c(C)n(C(=O)CSc2nncn2C)c2ccccc12	6	12	1	92	5	-9	1	6	0
O=C(NCCOc1ccccc1)c1ccc2c(c1)OCO2	3	11	1.1	102	1	-15	1.1	3	-1
CCN(CC(=O)Nc1ccc2c(c1)OCCO2)CC(=O)Nc1cc(C)on1	-6	9	1	116	-11	-10	1.1	4	-2
O=C(O)c1ccc2c(c1)nnn2C1CCCCC1	3	10	0.99	110	4	4	1.1	1	-4
O=C(CCC1CCCC1)N1CCN(C(=O)c2ccco2)CC1	3	4	1	80	11	0	1.1	2	-2
C=CCC1(O)C(=O)N2C(=C1C(=O)N1CCOCC1)c1ccccc1CC2(C)C (stereo not drawn)	.	.	1.1	79	7	-7	1.1	.	.
CCOc1ccc2[nH]c(=O)c(CN(Cc3ccccc3)C(=O)N3CCCC3)cc2c1	2	8	1	64	-14	-10	2.1*	10	-4
COc1ccccc1NC(=O)C1=C(C)Nc2ncnn2C1c1ccc(C)o1 (stereo not drawn)	0	-10	0.98	60	-7	3	1	-3	-5
CCOc1ccc(NC(=O)CCNc2c(N3CCCC3)c(=O)c2=O)cc1	3	0	1	94	6	5	1.1	2	-4
CCN(CC)S(=O)(=O)c1cccc(C(=O)NCC(=O)OCC(=O)NCc2ccccc2)c1	-1	10	1	109	-3	-2	1.1	5	-4
NC(=O)c1c(N)sc2c1CCCCC2	1	-1	1	129	8	2	1.2	1	-6
CCOC1(OCC)N=C(N)C2(C#N)C(c3cccc(OC)c3OC)C12C#N (stereo not drawn)	-1	0	1	83	2	-5	1.2	1	2
Cc1cccc(-n2ncc3c(NC(C)C)ncnc32)c1	3	-8	1	78	10	-6	1	0	1
O=C(CSc1nc(-c2ccccc2)cs1)NCc1ccco1	5	5	0.97	57	8	0	1	6	-7

Two entries drawn at random from the list so far:
SMILES	JNK3 inh	PKA inh	A340 absorber	HER2 expr 66K	MKP-1 inh	Cdc25B inh	Autofluor 339	ROCK2 inh	Hsp90 block
CC(=O)N=c1sc2c3ccccc3ccc2n1C	-4	7	1.1	80	-1	-13	1	8	-4
CCN(CC(=O)Nc1ccc2c(c1)OCCO2)CC(=O)Nc1cc(C)on1	-6	9	1	116	-11	-10	1.1	4	-2

(more compounds)
SMILES	JNK3 inh	PKA inh	A340 absorber	HER2 expr 66K	MKP-1 inh	Cdc25B inh	Autofluor 339	ROCK2 inh	Hsp90 block
C=CCN1C(=O)C2(c3ccccc31)C1CCCC=C1C(C#N)=C(N)C2(C#N)C#N (stereo not drawn)	5	8	0.99	92	-3	19	1	2	-1
Cc1cc(NC(=O)NC(=O)c2ccc(F)cc2F)n[nH]1	-3	-1	1	83	6	4	1.2	2	-1
Cc1ccc(S(=O)(=O)Nc2cc(NC(=O)CN3CCOCC3)ccc2Cl)cc1	-12	3	0.99	186	15	-3	1.1	2	-3
COC(=O)c1ccc(-c2ccco2)n1Cc1nc(-c2ccc(OC)c(OC)c2)oc1C	-3	5	1	52	8	-22	1.1	3	-5
COc1ccccc1N1CCN(C(=O)COc2ccc(C)cc2Br)CC1	1	10	1	86	21	-16	1.1	5	-3
O=C(Nc1nc2cc3c(cc2s1)OCCO3)c1cccc(S(=O)(=O)N2CCOCC2)c1	7	6	1.1	79	11	-4	1.8	5	-2
Cn1nnnc1SCc1nc2ccccc2[nH]1	1	9	1	84	6	4	1.1	2	-2
CCOC(=O)c1ccc(NC(=O)c2cnccn2)cc1	-3	-6	1.1	105	-4	-5	1.2	-2	-5
COCCCNc1nc2c(c(=O)[nH]c(=O)n2C)n1CC(O)COc1cccc(C)c1 (stereo not drawn)	-8	-1	0.99	95	-25	-15	1.1	3	-2
OCCNc1nc(-c2ccccc2)c2ccccc2n1	-4	5	1	95	-20	12	2.4*	10	0
COc1ccccc1NC(=O)N1CCc2[nH]c3ccc(F)cc3c2C1	-4	-2	1	118	17	13	1.1	-5	-8
Cc1ccc(NC(=O)CSc2nc3ccccc3c(=O)n2CCCC(=O)N2CCCC2)cc1	.	-9	1	85	29	-16	1	.	-2
CCn1c(C)nc2cc(C(=O)OCCC(F)(F)F)ccc21	3	12	1	118	-11	-17	0.97	-2	-4
Cc1cc(C)c(C#N)c(N2CCN(CCOc3ccc(Cl)cc3)CC2)n1	-6	6	1	47	9	-17	1.2	0	-1
O=C(CCn1cnc2ccccc2c1=O)Nc1ccc2c(c1)OCCO2	11	8	1	84	2	-5	1.1	8	-9
COc1ccccc1-c1nnc(SCc2nc3ccccc3[nH]2)n1C	-2	3	1	92	-3	-8	1.4	-4	-2
O=C(O)c1cc2sccc2s1	7	6	1	110	-15	-27	1.1	12	-2

In the list so far, these contain a cyano group:
SMILES	JNK3 inh	PKA inh	A340 absorber	HER2 expr 66K	MKP-1 inh	Cdc25B inh	Autofluor 339	ROCK2 inh	Hsp90 block
CCOC(=O)c1ccc(N2CSC3=C(C#N)C(c4ccc(OC)cc4OC)CC(=O)N3C2)cc1 (stereo not drawn)	-3	1	1.1	96	-1	-8	1.1	-4	-1
CCOC1(OCC)N=C(N)C2(C#N)C(c3cccc(OC)c3OC)C12C#N (stereo not drawn)	-1	0	1	83	2	-5	1.2	1	2
C=CCN1C(=O)C2(c3ccccc31)C1CCCC=C1C(C#N)=C(N)C2(C#N)C#N (stereo not drawn)	5	8	0.99	92	-3	19	1	2	-1
Cc1cc(C)c(C#N)c(N2CCN(CCOc3ccc(Cl)cc3)CC2)n1	-6	6	1	47	9	-17	1.2	0	-1

Source: PubChem BioAssay (several laboratories)
